From PubChem
aSyn yeast rescue: qHTS of alpha-syn Inhibitors: NCGC Sytravon Library Screen | S. cerevisiae alpha-synuclein toxicity rescue, BacTiter-Glo growth, 24 h | Potency, µM (doses to about 46.1 µM), inactives show at the highest dose growth rescue (activation), usual class: activators | actives 0.02% (n = 94,000) | AID 1347070, 2019; active = well fitted activation curve with a large enough effect; inconclusive = small, poorly fitted or top-dose-only effect; note: 0% is about no effect
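Growth restoration measured by BacTiter-Glo luminescence after 24 hr at 30 deg C; alpha-synuclein yeast, raffinose-pregrown to mid-log, were added at OD600=0.02 in galactose medium onto pinned compounds.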
* = called active by the depositor; ? = inconclusive; & = joins results of further samples. Potency is the fitted concentration of half-maximal effect. A portion of the library; count on the stated rates, not on these rows.

The opening two compounds (preview)
molecule,aSyn yeast rescue
Cc1ccc(NC(=O)c2cc(-c3cccc(O)c3)on2)cc1C,0%
Cc1ccc(CSc2nc3ccc(NC(=O)COc4ccccc4F)cc3s2)cc1,0%

This part in full, from the start:
molecule,aSyn yeast rescue
Cc1ccc(NC(=O)c2cc(-c3cccc(O)c3)on2)cc1C,0%
Cc1ccc(CSc2nc3ccc(NC(=O)COc4ccccc4F)cc3s2)cc1,0%
Cc1cc(C)c(Cn2c3ccccc3c3cnn(CC(=O)NCc4cccs4)c(=O)c32)c(C)c1,2%
CC/C(=N/NC(=O)c1ccc(Br)cc1)c1ccc(OCCN2CCOCC2)cc1,-2%
CC(=O)c1ccc(N2CCN(c3nc4c(S(=O)(=O)c5ccccc5)nnn4c4ccc(Cl)cc34)CC2)cc1,3%
CCC(=O)Nc1sc2c(c1C(=O)Nc1cccc(C)c1)CCCC2,?
CCN1CCN(C(=O)c2cc3c(=O)n4ccccc4nc3s2)CC1,2%
Cc1ccc(C(=O)Nc2ccc(N3CCN(C(=O)c4cccs4)CC3)cc2)c(Cl)c1,-2%
CCOC(=O)c1ccc(Nc2nc(C)cc(C)n2)cc1,-11%
Cc1ccc(NC(=O)Cn2cnc3sc(C)c(S(=O)(=O)N4CCN(c5ncccn5)CC4)c3c2=O)cc1F,5%
CCCCOC(=O)c1c(C)oc2ccc(NS(=O)(=O)c3ccc(F)cc3C)cc12,13%
COc1ccccc1NC(=O)CSc1n[nH]c(-c2cccnc2)n1,-2%
Cc1ccc(CCNC(=O)CN(c2ccc(C)cc2)S(=O)(=O)N(C)C)cc1,7%
COCCNC(=S)NC1CC2CCC(C1)N2Cc1ccccc1 (stereo unspecified),0%
COc1ccc(Cn2c(C(=O)O)c(CNCc3ccco3)c3ccc(C)cc32)cc1,7%
Cc1ccc(N2CCN(C(=O)c3nn(C)c4c3CS(=O)(=O)c3ccccc3-4)CC2)c(C)c1,4%
S=c1nc(C2CC2)n(-c2ccccc2)[nH]1,-11%
COc1ccc(Cl)cc1NC(=O)N1CCC(CN2CCc3ccccc3C2)CC1,-1%
Cn1c(CN2CCCCC2)nc2cc(NC(=O)c3ccc(Cl)cc3)ccc21,-8%
O=C(CSc1ncnc2sc3c(c12)CCC3)Nc1ccccc1C(=O)O,1%

3 entries already listed, arranged by length of the SMILES, falling:
molecule,aSyn yeast rescue
CCCCOC(=O)c1c(C)oc2ccc(NS(=O)(=O)c3ccc(F)cc3C)cc12,13%
COc1ccc(Cn2c(C(=O)O)c(CNCc3ccco3)c3ccc(C)cc32)cc1,7%
Cc1ccc(CCNC(=O)CN(c2ccc(C)cc2)S(=O)(=O)N(C)C)cc1,7%

Going on with the list.
molecule,aSyn yeast rescue
CCOC(=O)C1(Cc2cccc(F)c2)CCN(Cc2ccon2)CC1,-4%
COCCn1c(C)cc(O)c(C(c2ccc(F)cc2)N2CCC(C)CC2)c1=O (stereo unspecified),4%
C#CC(C)(C)NS(=O)(=O)c1cc(-c2nnc(Nc3ccc(C)cc3)c3ccccc23)ccc1C,-3%
Cc1cc(C(=O)NCC(c2ccco2)N(C)C)ccc1[N+](=O)[O-] (stereo unspecified),0%
CCN1c2ccccc2-c2nc(SCC(=O)NCc3ccc(Cl)cc3)ncc2S1(=O)=O,-1%
COc1ccc(N2CCN(C(=O)CCn3c(=O)[nH]c4cc(OC)c(OC)cc4c3=O)CC2)cc1,-5%
Cc1ccc(NC2Sc3ccccc3NC2=O)cc1Cl (stereo unspecified),14%
CS(=O)(=O)c1ccc2nc(NC(=O)CCNC(=O)c3ccc([N+](=O)[O-])cc3)sc2c1,-3%
Cc1ccccc1CSc1nc2cccnc2n1Cc1ccc(C(=O)NCCc2cccs2)cc1,-4%
CCCCOc1cccc(C(=O)N(Cc2sccc2C)C2CCS(=O)(=O)C2)c1 (stereo unspecified),3%
COc1ccc(CCNC(=O)c2cc(-c3cc(Cl)ccc3O)n[nH]2)cc1OC,7%
CN(C)CCNC(=O)Cn1ccc2cc(S(=O)(=O)N3CCCCCC3)ccc21,-3%
CN1C(=O)N(CC(=O)N2CCN(c3ncccn3)CC2)C(=O)C12CCCCC2,-6%
Cn1cccc1C(=O)NNC(=O)c1ccccc1Br,11%
Cc1cccc(NC(=O)CSc2cn(CC(=O)N3CCC(C)CC3)c3ccccc23)c1C,-13%
Cc1cccc(COc2ccc(-c3cc(C(F)(F)F)n4nc(C)cc4n3)cc2)c1,5%
C/C(=N\NC(=O)c1c(C)nc2ccccn12)c1ccc(C(C)(C)C)cc1,9%
CC(=O)c1ccc(N2CCN(c3ccc4cc(S(=O)(=O)N5CCCCC5)ccc4n3)CC2)cc1,5%
CCn1cc2nc(SCc3cccc(C)c3)n(CCc3ccccc3)c(=O)c2n1,11%
CCn1cc(/C=C(\NC(=O)c2ccccc2)C(=O)NCCCn2ccnc2)c2ccccc21,1%
CC(C)CN(C(=O)c1ccc2c(c1)OCO2)C1CCS(=O)(=O)C1 (stereo unspecified),7%
O=C(CSc1nc2nccnc2c(=O)n1CCc1c[nH]c2ccccc12)Nc1ccccc1,-8%
O=C(Nc1ccc2nc3n(c(=O)c2c1)CCCCC3)c1cccc(C(F)(F)F)c1,-7%
CCOc1ccccc1NC(=O)c1nnn(-c2ccc3c(c2)OCCO3)c1N,-5%
CN(C)C1(CNC(=O)CC(NC(=O)c2ccccc2Cl)c2ccccc2)CCCCC1 (stereo unspecified),1%
COc1ccc(N2CCN(C(=O)CN3CCSc4ccccc43)CC2)cc1,4%
COc1ccccc1C(=O)O/N=C(\N)c1ccccn1,-12%
COc1ccc(C(=O)N2CCC(c3nc(-c4ccc(S(=O)(=O)N5CCCC5)cc4)no3)CC2)cc1,1%
O=C(NCCS(=O)(=O)N1CCN(c2ccccc2F)CC1)c1cc(=O)c2ccccc2o1,2%
CCN1CCN(c2cc(C)c3cc(NC(=S)N4CCN(c5ccc(F)cc5)CC4)ccc3n2)CC1,8%
Cc1cccc(NC(=O)c2ncn3c2C(=O)NC[C@H]3C)c1,1%
Cc1ccc2nc(NC(=O)CSc3cc(C)[nH]c(=O)n3)sc2c1,-2%
CCOCCn1c(N2CCN(c3ccccc3)CC2)nc2c1c(=O)[nH]c(=O)n2C,1%
Cc1ccc2c(c1)N(S(=O)(=O)c1cc(-c3onc(C)c3C)ccc1C)CCO2,-11%
O=S(=O)(NCc1ccco1)c1ccc(Cl)cc1Cl,15%
Cc1cccc(NC(=O)c2cc(CN3CCOCC3)on2)c1C,1%
O=C(N/N=C/c1cccc(O)c1)c1ccc(-n2cnnn2)cc1,0%
Fc1ccc(-c2noc3ncnc(NCCCN4CCN(c5ccccc5)CC4)c23)cc1,11%
CCN(CC(=O)NCc1ccc(F)cc1)C(=O)/C=C/c1ccc(OC)c(S(=O)(=O)NC(C)C)c1,-6%
CC(C)CC(=O)NCC(c1ccc2c(c1)OCO2)N1CCN(c2ccccc2)CC1 (stereo unspecified),6%
COc1ccc(C(=O)NC(CC(=O)O)c2cc([N+](=O)[O-])ccc2Cl)c(SC)c1 (stereo unspecified),-2%
COc1cc(NC(=O)CN2C(=O)C(c3ccc(C)cc3)=NC23CCCCC3)cc(OC)c1,14%
CC(C)CC(=O)Nc1ccc(S(=O)(=O)Nc2cc3c(cc2N2CCOCC2)n(C)c(=O)c(=O)n3C)cc1,-1%
Cc1noc(C)c1S(=O)(=O)N(CC(=O)NCc1ccccc1Cl)c1ccc(C(C)C)cc1,0%
CC(C)(C)c1cc(NC(=O)COC(=O)c2ccccc2O)n(-c2ccccc2)n1,15%
CCn1c(SCC(=O)NCC2CCCO2)nnc1-c1ccc(S(=O)(=O)N2CCN(C)CC2)cc1 (stereo unspecified),-2%
CN(C)Cc1nnnn1-c1ccccc1,-5%
O=C(CCCCCN1C(=O)c2cccc([N+](=O)[O-])c2C1=O)NCCc1ccccc1,-6%
Cc1c(C(=O)OCC2CCCCC2)[nH]c2c1C(=O)CC(c1ccc(F)cc1)C2 (stereo unspecified),8%
COc1ccc(OC)c(S(=O)(=O)NCCC(C)C)c1,8%

Later entries
molecule,aSyn yeast rescue
COc1cc(CNCc2ccccc2)c(Br)cc1OC1CCCC1,8%
CC(=O)C1C(=O)C=C(c2cccs2)CC1c1ccccc1 (stereo unspecified),4%
Cc1cc(NC(=O)COC(=O)C2CC(=O)N(c3ccccc3)C2)no1 (stereo unspecified),-10%
Cc1ccc(CNC(=O)CN(CCc2ccccc2)S(C)(=O)=O)cc1,-10%
CCOC(=O)c1c(NC(=O)C(C)S(=O)(=O)c2cn(CC)c3ccccc23)sc2c1CCCC2 (stereo unspecified),11%
CC(=O)N1CCOc2cc(S(=O)(=O)NCc3ccc(C)cc3)c(C)cc21,-4%
C[C@H]1CN([C@@H](C)CO)C(=O)CCCn2nncc2CO[C@@H]1CN(C)S(=O)(=O)c1ccc(-c2ccccc2)cc1,-9%
Cc1ccc(Cl)cc1Nc1nc2ccccc2n2c(C)nnc12,1%
COc1ccc(CNC(=O)CCCn2c(SCC(N)=O)nc3cc4c(cc3c2=O)OCO4)cc1,-4%
CCCn1c(N)c(N(CCOC)C(=O)COC(=O)COc2c(C)cc(C)cc2C)c(=O)[nH]c1=O,7%

Look-ups from the entries so far:
COc1cc(CNCc2ccccc2)c(Br)cc1OC1CCCC1 – aSyn yeast rescue = 8%
COc1ccc(CNC(=O)CCCn2c(SCC(N)=O)nc3cc4c(cc3c2=O)OCO4)cc1 – aSyn yeast rescue = -4%

Further compounds:
molecule,aSyn yeast rescue
CCOc1ccccc1NC(=O)CSc1nnc(CC)c(CC)n1,2%
Cc1ccc(CNC(=O)CSc2c(C)cnc3c2c(=O)n(C)c(=O)n3C)cc1,-1%
Cc1ccc(N2C(=O)[C@@H]3CSC(c4ccc(F)cc4)N3C2=O)cc1 (stereo partly specified),-8%
O=C(CSc1ccc([N+](=O)[O-])cc1)NNC(=O)c1ccccc1F,-7%
O=C(NCc1ccco1)c1ccc2c(c1)N(Cc1ccccc1)CCS2,-8%
COCC1CCN(C(=O)c2ccc3nc(Cc4cccc(Cl)c4)oc3c2)CC1,2%
COc1ccc(C(OCC(O)CNC(C)c2ccccc2)c2ccc(OC)cc2)cc1 (stereo unspecified),12%
O=C(CSc1cn(CCNC(=O)c2ccccc2F)c2ccccc12)Nc1ccc(F)cc1,2%
CN1CCN(CCC(=O)N/N=C/c2ccccc2F)CC1,4%
C[C@H](NC(=O)c1cc2cc(Cl)ccc2n1C)C(=O)N1CCC(C(=O)O)CC1,-9%
COc1ccc(CNC(=O)C(c2ccc(O)cc2)N(Cc2ccco2)C(=O)c2snc(C(N)=O)c2N)cc1 (stereo unspecified),8%
C=CCNc1nc(N)c([N+](=O)[O-])c(Nc2cccc(Cl)c2)n1,14%
CCc1ccc(CNC(=O)c2cnc3sc(N4CCCCCC4)nn3c2=O)cc1,-1%
CCCN1CCCc2cc(CN(CCCN3CCOCC3)C(=O)Nc3ccc(Cl)c(Cl)c3)ccc21,-10%
COc1cc(C)ccc1OCCn1c(-c2ccc(Cl)cc2)nc2ccccc2c1=O,2%
O=C(NC1CC1)c1ccc(CSCc2ccc(Cl)cc2)o1,-4%
CCn1cc(C(=O)N2CCN(c3cccc(Cl)c3)CC2)c(=O)c2cc(S(=O)(=O)N3CCOCC3)ccc21,3%
CN1C2=CC=CC=CC2=[N+](C)C12C=CC(=[N+]([O-])[O-])C=C2[N+](=O)[O-] (stereo unspecified),-3%
NC(=O)Cn1c(=O)n(-c2ccc(F)c(Cl)c2)c(=O)c2sc3ccccc3c21,-5%
O=C(Nc1nc2ccccc2[nH]1)c1ccc([N+](=O)[O-])cc1,1%
COc1ccc(CCNC(=O)c2cnc3sc(N4CCCCCC4)nn3c2=O)cc1OC,9%
O=C(OC(C(=O)NCc1ccco1)c1ccc(Cl)cc1)c1cccs1 (stereo unspecified),16%
Cc1cccc(Nc2nc(-c3ccccc3)c3cc(C)ccc3n2)c1,3%
CCOc1ccc(NC(=O)c2sc(-n3nc(C)c(Cc4ccc(Cl)cc4)c3C)nc2C)cc1,-7%
CCCSc1ncc(Cl)c(C(=O)Nc2c(C(=O)Nc3ccc(OC)cc3)oc3ccccc23)n1,0%
COc1ccc(NC(=O)CCS(=O)(=O)c2cc3c4c(c2)CCN4C(=O)CC3)cc1OC,0%
Cc1ccc(NC(=O)Cn2cc(S(=O)(=O)N3CCCC3)c(S(=O)(=O)N3CCCC3)c2)cc1F,-2%
CCOC(=O)C1(Cc2ccccc2)CCN(Cc2cnn(-c3ccccc3)c2)CC1,2%
CCOc1ccc(-n2c(-c3ccccc3)c[nH]c2=S)cc1,8%
Cc1ccccc1NC(=O)CN1C(=O)C2(SCC(=O)N2c2ccc(F)cc2)c2ccccc21 (stereo unspecified),-1%
COc1ccc(C)cc1NC(=O)CN1CCCN(S(=O)(=O)c2ccc(Br)cc2)CC1,3%&7%
CCOC(=O)c1c(NC(=O)CN2C(=O)NC3(CCCCC3C)C2=O)sc(C(=O)N(C)C)c1C (stereo unspecified),3%

2 consecutive records already listed, for reference:
molecule,aSyn yeast rescue
CCOC(=O)C1(Cc2ccccc2)CCN(Cc2cnn(-c3ccccc3)c2)CC1,2%
CCOc1ccc(-n2c(-c3ccccc3)c[nH]c2=S)cc1,8%
